High-throughput results: PubChem, National Center for Advancing Translational Sciences (NCATS)
POLB inh – DNA polymerase beta (human) inhibition; Pol beta primer extension/strand displacement, fluorescence kinetic; Potency, µM (titrated, usually from 114 µM), for the others: top-dose activity change, negative = inhibition, hits mostly inhibitors; actives 1.3% (n = 340,000); further: potency means the concentration at half of the fitted maximal effect; on the % scale 0 is the no-effect control and ±100 the full control effect
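Curves were derived by four-parameter Hill fits of normalized qHTS data. The kinetic fluorescent primer-extension read was taken at 0 and 10 min after 50 nM substrate, following a 15 min room-temperature preincubation of 10 nM enzyme with compounds.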
BLM inh – Bloom syndrome helicase (human) inhibition | Potency, µM (doses to about 56.1 µM), for inactives: at the highest dose activity change, negative = inhibition, hits mostly inhibitors | actives 0.2% (n = 350,000) | recombinant BLM DNA unwinding, fluorescence dequenching;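 further: potency means the concentration at half of the fitted maximal effect; plate controls were vehicle for no effect and no enzyme for full effect; nearly all actives have a fitted effect of over 35% in size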
Anesthetic bind – candidate novel general anesthetic via apoferritin binding; P02791; Potency, µM (top dose mostly 77.5 µM), inactives show top-dose activity change, negative = displacement, actives largely listed as inhibitors; AID 485281; actives 0.074% (n = 350,000); apoferritin/1-aminoanthracene competitive binding, fluorescence; further: potency means the concentration at half of the fitted maximal effect; on the % scale 0 is the no-effect control and ±100 the full control effect; nearly all actives have a fitted effect of over 20% in size
Target sequence (P02791 2-175 limits assumed): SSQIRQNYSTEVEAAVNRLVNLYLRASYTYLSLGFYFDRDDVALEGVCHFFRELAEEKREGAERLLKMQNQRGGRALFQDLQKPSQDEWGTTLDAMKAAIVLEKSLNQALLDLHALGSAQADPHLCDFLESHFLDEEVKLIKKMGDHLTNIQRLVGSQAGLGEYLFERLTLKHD
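Steps: apoferritin (10 uM) was premixed with half-saturated 1-AMA in PBS, compounds were pin-transferred, plates stood 10 min at room temperature, fluorescence was read at 380/535 nm, and curves were fitted with a Hill equation.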
TRHR agonist – activates the human TRH receptor. TRHR cells, calcium flux fluo-8, FDSS agonist mode. activation, % at 2 µM. actives 0.18% (n = 360,000); in the data active means activation above about 30%; further: 0% is about no effect
Target sequence (P34981 whole entry, looked up): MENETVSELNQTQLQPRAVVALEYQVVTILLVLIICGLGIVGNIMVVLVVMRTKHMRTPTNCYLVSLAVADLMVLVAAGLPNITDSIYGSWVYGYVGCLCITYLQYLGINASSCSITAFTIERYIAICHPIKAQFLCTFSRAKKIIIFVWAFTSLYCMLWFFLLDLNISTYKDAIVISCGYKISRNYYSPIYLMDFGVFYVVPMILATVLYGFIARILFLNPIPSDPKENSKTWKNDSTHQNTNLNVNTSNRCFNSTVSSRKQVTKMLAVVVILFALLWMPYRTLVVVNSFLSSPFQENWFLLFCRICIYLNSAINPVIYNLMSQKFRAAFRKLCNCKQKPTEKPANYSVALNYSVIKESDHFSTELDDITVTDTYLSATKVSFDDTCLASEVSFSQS
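Fluo-8-loaded TRHR cells; 10 s baseline, compound added, kinetic Ca2+ fluorescence read 1/s, agonist mode.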
APE1 inh – blocks human APE1 abasic DNA cleavage. P27695. recombinant APE1, TAMRA/BHQ-2 abasic DNA cleavage fluorescence. Potency, µM (highest dose often 65.8 µM), for inactives: at the top dose activity change, negative = inhibition, most hits filed as inhibitors. actives 0.35% (n = 350,000). AID 2517;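 further: potency means the concentration at half of the fitted maximal effect; plate controls were vehicle for no effect and reference inhibitor for full effect; nearly all actives have a fitted effect of over 55% in size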
Target sequence (P27695 whole entry, looked up): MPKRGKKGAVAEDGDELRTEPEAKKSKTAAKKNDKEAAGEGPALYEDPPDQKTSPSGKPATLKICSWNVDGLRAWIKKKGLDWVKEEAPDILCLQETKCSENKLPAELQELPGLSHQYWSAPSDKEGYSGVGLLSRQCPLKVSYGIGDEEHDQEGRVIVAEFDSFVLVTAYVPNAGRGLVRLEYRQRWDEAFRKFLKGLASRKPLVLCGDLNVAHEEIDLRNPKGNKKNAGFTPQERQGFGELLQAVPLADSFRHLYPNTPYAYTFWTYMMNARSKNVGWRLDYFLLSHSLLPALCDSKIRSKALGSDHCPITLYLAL
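Endonuclease cleavage of a quenched abasic-site DNA duplex (50 nM) by APE1 (0.75 nM) was tracked by TAMRA dequenching. Compounds were preincubated with enzyme 15 min at room temperature; data normalized to buffer-only and DMSO wells plus NSC13755 control.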
POLK inh – inhibitors of human DNA polymerase kappa. Q9UBT6. purified Pol kappa, fluorescent DNA synthesis assay, 10 min. Potency, µM (doses to about 107 µM), for inactives: top-dose activity, negative = inhibition, actives largely listed as inhibitors. actives 0.53% (n = 400,000); further: potency means the concentration at half of the fitted maximal effect; on the % scale 0 is the no-effect control and ±100 the full control effect
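Fluorescent qHTS in 1536-well format: enzyme (10 nM) and compound sat 15 min at room temperature before 50 nM substrate (final) was added. Signal taken at 0 and 10 min; no-enzyme buffer wells were negative controls.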
ERG Ets-DNA blk – blocks human ERG Ets domain binding to DNA. AID 624246. P11308. Potency, µM (highest dose often 76.9 µM), for inactives: top-dose FP activity, negative = inhibition, most hits filed as inhibitors. actives 0.028% (n = 370,000). fluorescence polarization, His-ERG Ets domain / labelled DNA; active means well fitted inhibition curve with a large enough effect in the polarisation, with a control signal flat; inconclusive means small, poorly fitted or top-dose-only effect, or effect the other way, or a change in a side signal; inactive means no such curve, though single readings can be large or run the other way; the % refers to the polarisation;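 further: polarization taken with two DNA probes labelled with fluorescein and Texas red; potency means the concentration at half of the fitted maximal effect; % of control where 0% means no effect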
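His-tagged ERG Ets domain (1 uM in the protein solution; 300mM KCl, 50mM Tris-HCl, 1mM EDTA, 1mM DTT, pH 7.5) received compound, then a probe mix of 5 nM fluorescein-DNA and 100nM Texas-615-DNA. Fluorescence polarization was read for both dyes.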
POLI inh – inhibitors of human DNA polymerase iota. AID 588590. Q9UNA4. actives 1% (n = 390,000). Potency, µM (titrated, usually from 115 µM), for the others: top-dose activity, negative = inhibition, hits mostly inhibitors. Pol iota fluorescent replication assay, 10 min; further: potency means the concentration at half of the fitted maximal effect
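Fluorescent replication assay read twice, at 0 min and 10 min after adding 50 nM (final) substrate. Enzyme (10 nM) and compounds were first incubated 15 min at room temperature; enzyme-free buffer wells were negative controls.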
ALOX12 inh – inhibitors of human 12S-lipoxygenase ALOX12; P18054; purified 12hLO, xylenol orange hydroperoxide absorbance; actives 1.1% (n = 580,000); Potency, µM (series often up to 108 µM), for the others: at the highest dose activity change, negative = inhibition, most hits filed as inhibitors; AID 1671190; further: potency means the concentration at half of the fitted maximal effect; on the % scale 0 is the no-effect control and ±100 the full control effect
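Hydroperoxide product was detected by ferrous iron/xylenol orange as the 573 to 405 nm absorbance ratio. Arachidonic acid at 40 uM (final) was turned over for 30 min at room temperature by 150 nM human 12hLO, pH 7.0 Hepes buffer, after 15 min compound preincubation.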
* = called active by the depositor; i = inactive; ? = inconclusive; · = not tested or not shown; & = joins results of further samples; [ ] = another dose, or the depositor's remark. Unless noted, the call rests on the fitted dose curve; in most records, active means well fitted curve in the direction sought with a large enough effect; inconclusive means small, poorly fitted or top-dose-only effect, or another doubt; inactive means no such curve, though single readings can be large; an effect the other way counts as inactive or inconclusive. An excerpt; count on the stated rates, not on these rows.

SMILES	POLB inh	BLM inh	Anesthetic bind	TRHR agonist	APE1 inh	POLK inh	ERG Ets-DNA blk	POLI inh	ALOX12 inh
CC(=O)c1c(C)[nH]c(C(=O)Nc2ccc(Cl)cc2F)c1C	41%	-3%	-12%	-0.7	14%	-3%	1%	21%	-1%
COc1ccccc1OCCC(=O)OCC(=O)NC(=O)NC(C)(C)C	1%	-3%	-16%	-1.0	-7%	5%	-3%	11%	0%
COc1ccc(S(=O)(=O)Nc2c(C)n(C)n(-c3ccccc3)c2=O)cc1Br	90%&0%	-1%&-1%	4%&-9%	-0.2&-1.0	13%	?	1%&1%	?	23%&-18%
CCOc1ccc(NC(=O)N(CCN(C)C)C(C)c2ccncc2)cc1 (configuration not stated)	42%	3%	-13%	0.5	-3%	-10%	-1%	-7%	-5%
COCCC(=O)N1CCC(Oc2ccc(C(=O)NC3CCCCC3)cc2)CC1	18%	-2%	0%	0.0	-12%	4%	14%	7%	6%
CCN(CC)CCCNC(=O)c1cc2c(-c3cccc(OC)c3)nn(C)c2s1	-27%	147%[activator]	-1%	1.5	8%	-3%	9%	-23%	0%
COc1ccc(-c2nnnn2C)cc1S(=O)(=O)NCCc1ccccc1	10%	1%	1%	0.4	10%	-17%	1%	14%	-11%
O=C(NCc1ccc(F)cc1)c1cccc2c1C(=O)N(Cc1cccnc1)C2	-1%	1%	-7%	-0.1	6%	11%	-3%	9%	-10%
Cc1c(NC(=S)N/N=C/C=C/c2ccc([N+](=O)[O-])cc2)c(=O)n(-c2ccccc2)n1C	-1%	0%	-5%	0.4	23%	-8%	9%	0%	?
CCCOc1nc(N)c(C#N)c(-c2ccccc2F)c1C#N	-15%	-4%	-7%	0.2	-1%	-8%	9%	-11%	0%
CCCCn1c(N)c(N(CC(C)C)C(=O)CC2OC(=O)c3ccccc32)c(=O)[nH]c1=O (configuration not stated)	·	·	·	-0.1	-10%	-5%	-1%	34%[activator]	6%
Cc1[nH]c2ccccc2c1CCO	11%	4%	-14%	0.5	-1%	4%	-3%	-12%	-5%
ClCc1ncc(-c2ccc(Cl)cc2)o1	3%	0%	?	1.0	0%	-11%	-9%	-9%	?
Cc1ccccc1S(=O)(=O)Nc1ncnc2ccccc12	-2%	0%	0%	-0.3	54%[activator]	4%	7%	45%[activator]	2%
CC(=O)c1ccc(-c2ccc(C(=O)Nc3nc(C)c(C(C)=O)s3)o2)cc1	·	·	·	-0.5	35%	-3%	7%	25%	?

Two of these compounds in another layout:
SMILES: CC(=O)c1ccc(-c2ccc(C(=O)Nc3nc(C)c(C(C)=O)s3)o2)cc1
- POLB inh: ·
- BLM inh: ·
- Anesthetic bind: ·
- TRHR agonist: -0.5
- APE1 inh: 35%
- POLK inh: -3%
- ERG Ets-DNA blk: 7%
- POLI inh: 25%
- ALOX12 inh: ?
SMILES: COCCC(=O)N1CCC(Oc2ccc(C(=O)NC3CCCCC3)cc2)CC1
- POLB inh: 18%
- BLM inh: -2%
- Anesthetic bind: 0%
- TRHR agonist: 0.0
- APE1 inh: -12%
- POLK inh: 4%
- ERG Ets-DNA blk: 14%
- POLI inh: 7%
- ALOX12 inh: 6%

Carrying on.
SMILES	POLB inh	BLM inh	Anesthetic bind	TRHR agonist	APE1 inh	POLK inh	ERG Ets-DNA blk	POLI inh	ALOX12 inh
CC(=O)c1sc(NC(=O)CCS(=O)(=O)c2ccc(Cl)cc2)nc1C	·	·	·	-0.1	-8%	-7%	-4%	29%	0%
CCN(CC)CCNC(=O)c1ccc2c(=O)n(C3CCCC3)c(=S)[nH]c2c1	5%	-3%	-24%	-0.2	5%	5%	9%	4%	?
CCCCCN(C(=O)NC(=O)Nc1nncs1)S(C)(=O)=O	19%	-3%	-22%	0.6	-3%	-2%	·	2%	-24%
COc1ccc(NS(=O)(=O)c2cccc(C(=O)NN=Cc3ccc(OC)cc3OC)c2)cc1	·	·	·	·	-10%	-16%	-6%	5%	-13%
Cc1cccc(-c2noc(-c3ccc(Cl)cc3[N+](=O)[O-])n2)c1	30%	-5%	-11%	0.2	27%	1%	-5%	26%	-14%
CC(NC(=O)Nc1ccc(Cl)cc1)c1ccc2c(c1)OCO2 (configuration not stated)	-5%	-10%	-12%	0.0	8%	4%	14%	35%[activator]	?
O=C(NC(=S)NN1CCOCC1)c1cc(Br)ccc1Cl	·	·	·	·	15%	-5%	3%	6%	-10%
COc1cccc(CNC(=O)CN2c3cccc4cccc(c34)S2(=O)=O)c1	·	·	·	-1.2	?	?	-4%	45µM*	?
COc1cc(NC(=O)c2cc(C3CC3)nc3c2c(C)nn3-c2ccc(C)cc2)cc(OC)c1	26%	-7%	75%[activator]	1.5	·	-7%	4%	-14%	-17%
Cc1ccc(NC(=O)CNCc2cccs2)cc1Br	-17%	2%	4%	-0.9	1%	3%	7%	41%[activator]	-5%
O=C(NCc1cccnc1)Nc1ccc(Br)cc1Cl	15%	-9%	-2%	1.8	1%	3%	-3%	45%[activator]	?
CC(=O)Nc1ccc(NC(=O)CCOc2cc(C)ccc2C)cc1	0%	-3%	37%[activator]	-0.4	-2%	0%	13%	9%	0%
Cc1c(S(=O)(=O)NC(C)c2ccccc2)c(=O)n(C)c(=O)n1C (configuration not stated)	10%	-2%	-4%	0.3	7%	-18%	-15%	14%	?
COCCOC(=O)C1=C(C)NC(C)=C(C(=O)OCCOC)C1/C=C/c1ccccc1OC	-14%	-8%	37%[activator]	-1.1	-6%	-8%	16%	36%	125%[activator]
CCOC(=O)c1sc(NC(=O)CC(C)c2ccccc2)nc1C (configuration not stated)	-3%	-2%	-5%	0.2	33%	-14%	1%	18%	-10%
O=C(Nc1ccccc1C(=O)NCc1ccccc1)c1ccccc1	1%	-7%	-13%	0.3	-2%	-3%	2%	-1%[58.9 µM]	6%
CCN(CC)CCNC(=O)C1CCN(S(=O)(=O)N2CCCCC2)CC1	?	-1%	-9%	0.9	0%	6%	0%	45%[activator]	6%
COc1ccc(-c2csc(NCc3ccco3)n2)cc1	12%	-8%	?	-0.2	-9%	-12%	5%	-3%	0%
Cc1ccc(OC(C)C(=O)N2CCN(c3ccccn3)CC2)cc1 (configuration not stated)	·	·	·	·	·	-7%	8%	44%[activator]	12%
CCCCC(=O)N(CCOC)c1nnc(-c2ccc(OC)cc2)s1	0%	-4%	0%	0.5	-2%	1%	-7%	5%	0%
COc1ccc(C)cc1NC(=O)C(OC(=O)CNC(=O)c1ccc(Oc2ccccc2)cc1)c1ccccc1 (configuration not stated)	3%	-8%	15%	1.6	18%	-21%	-3%	23%	-4%
CCCC(C)C(=O)Nc1nnc(C)s1 (configuration not stated)	?	1%	-16%	-0.3	8%	0%	-2%	13%	-11%
COc1ccc(-c2cc(C(=O)Nc3ccccc3)on2)cc1	17%	-1%	-4%	-0.4	-2%	20%	12%	46%[activator]	207%[activator]
Cc1cc(-c2ccc(C)c(S(=O)(=O)NCCCN3CCN(c4ccccc4F)CC3)c2)on1	-10%	-3%	37%[activator]	-0.1	70%[activator]	-1%	-3%	9%	-10%
Cc1ccnc(NS(=O)(=O)c2ccc(NC(=O)C3CCCO3)cc2)n1 (configuration not stated)	5%	1%	-14%	-0.4	-2%	6%	0%	6%	-14%
CS(=O)(=O)N1CCC2(CC1)CN(C(=O)Nc1cccc(F)c1)C2	·	1%	·	·	5%	1%[60.1 µM]	·	·	2%[57.4 µM]
COc1ccc(CNCc2ccc(C(F)(F)F)cc2)cc1OC	1%	-8%	-1%	0.0	21%	1%	1%	97%[activator]	-21%
C=CCNC(=O)N1CCC(n2nccc2NC(=O)CCc2ccccc2)CC1	26%	-1%	-2%	0.3	6%	-3%	-8%	-23%	0%
COc1ccc(Br)cc1CN1CCN(S(=O)(=O)Cc2ccccc2)CC1	2%	-1%	-6%	0.0	39%	-7%	1%	8%	11%
COc1ccccc1CNC(=O)c1cc2c(=O)n(Cc3cccs3)ccc2nc1C	1%	-4%	?	0.2	·	-25%	-1%	9%	-21%
CCc1nc(NCC2CCCO2)c(C#N)c2c1COC(C)(C)C2 (configuration not stated)	-2%	-3%	-4%	-1.2	5%	-5%	-7%	14%	?
CCCn1c2c(c(O)c(C(=O)Nc3nc(C)cs3)c1=O)CCCC2	5%	-2%	-15%	-1.1	0%	·	·	·	·
Cc1cccc(NC(=O)C2CCCN(S(=O)(=O)c3c(C)noc3/C=C/N(C)C)C2)c1C (configuration not stated)	1%	-9%	-3%	0.0	·	-8%	-1%	35%[activator]	?
C1CCc2c(nnc3c2-c2nonc2CC3)C1	20%	2%	-10%	-0.1	1%	-6%	·	26%	-4%
Cc1nc(N2CCOCC2)c2c(C(=O)NCc3ccc(Cl)cc3)c(C)oc2n1	1%	3%	-1%	0.2	·	-7%	-1%	12%	-29%
N#CCc1c(C#N)c(N)nc(N2CCN(Cc3ccc4c(c3)OCO4)CC2)c1C#N	14%	-7%	-12%	2.1	13%	-8%	1%	3%	-11%
COC(=O)/C(=N\Nc1ccccc1)Sc1nnc(-c2ccc(OC)cc2)n1C	38%	6%	-10%	-2.2	10%	-4%	0%	139%[activator]	?
O=c1c(N2CCCCC2)csc2ccc(F)cc12	0%	1%	10%	0.3	·	-9%[60.1 µM]	5%	24%	-25%
COc1cccc(NC(=O)CCC2CCN(C(=O)c3scnc3C)CC2)c1	3%	2%	-8%	1.3	-9%	-12%	9%	27%	i
O=C(NCc1cccnc1)C1CC(=O)N(CCc2ccccc2)C1 (configuration not stated)	23%	-2%	-7%	0.0	-7%	5%	-8%	16%	18%[57.4 µM]
CC(=O)Nc1cccc(N)c1	·	·	·	0.4	23%&-2%	10%	5%	10%	9%
O=C(N/N=C\c1ccccn1)c1ccccc1O	40%	-7%	-9%	0.6	12%	-8%	-5%	69%[activator]	2%
